Compound activity from PubChem.
HDAC3 inhib = inhibitors of human histone deacetylase 3 | recombinant HDAC3, fluorogenic peptide/trypsin coupled, fluorescence | actives 0.15% (n = 320,000) | inhibition, % at 8.3 µM; in the data active means inhibition above about 26%, passing the limit was not always enough; inconclusive means no clear call, values can overlap the other calls
AI-2 QS mod = Vibrio harveyi AI-2 quorum sensing modulation. actives 0.4% (n = 300,000). activity change, % at 7.5 µM. Vibrio harveyi JMH597 AI-2 luminescence/OD600 ratio, 9 h; stronger effect = lower value; strain lacks LuxN and CqsS sensors; 0 = neutral-control median; in the data active means activity change below about -75%, passing the limit was not always enough; inconclusive means no clear call, values can overlap the other calls;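 further: luminescence divided by OD600 gain over 9 h not by final OD600 alone; inactives centre near 13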
HSF1 activator = increases HSF-1 driven luciferase reporter signal. activation, % at 9 µM. actives 1.7% (n = 300,000). AID 504408. NIH3T3-HGL HSF-1 luciferase reporter, MG132, 8 h; 100% = twice DMSO control signal;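 active means mean replicate activation of at least 50% with a set share of replicates each reaching 50%; inconclusive means only one of those two conditions met; inactive means mean below 50% and too few replicates reaching it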;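 further: 0% = median of the neutral control wells and 100% = twice that signal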
HSF1 inhib = HSF1 inhibition. NIH3T3-HGL HSE-luciferase, MG132-induced, luminescence 8 h; stronger effect = lower value. activity change, negative = inhibition, % at 7.5 µM (by protocol). actives 0.77% (n = 300,000);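 active means more than half of replicate wells show activity change below -50%, luminescence cut by over half; inconclusive means some wells, but at most half, below -50%; inactive means no replicate well below -50%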;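 further: luciferase reports HSF-1 transcriptional activity via heat shock element; 0% = median of DMSO wells and -100% = zero luminescence signal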
Dyrk1A ADPGlo = Dyrk1A (rat) kinase inhibition | Q63470 | ADP-Glo luminescence, NFATc1 peptide | inhibition, % at 12.5 µM | actives 0.43% (n = 310,000); in the data active means inhibition above about 50%;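 further: plate controls were vehicle with enzyme for no effect and no enzyme for full effect; many of its hits are not listed in these tables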
GSK3A inh = blocks human GSK-3 alpha kinase. ADP-Glo luminescence, 60 min. inhibition, % at 10 µM. actives 0.1% (n = 320,000). AID 2650;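 in the data active means inhibition above about 50%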;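 further: GST-tagged GSK-3 alpha with peptide substrate and 25 µM ATP; 0% = DMSO neutral wells and 100% = GW8510 positive control wells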
Target sequence (P49840 whole entry, looked up): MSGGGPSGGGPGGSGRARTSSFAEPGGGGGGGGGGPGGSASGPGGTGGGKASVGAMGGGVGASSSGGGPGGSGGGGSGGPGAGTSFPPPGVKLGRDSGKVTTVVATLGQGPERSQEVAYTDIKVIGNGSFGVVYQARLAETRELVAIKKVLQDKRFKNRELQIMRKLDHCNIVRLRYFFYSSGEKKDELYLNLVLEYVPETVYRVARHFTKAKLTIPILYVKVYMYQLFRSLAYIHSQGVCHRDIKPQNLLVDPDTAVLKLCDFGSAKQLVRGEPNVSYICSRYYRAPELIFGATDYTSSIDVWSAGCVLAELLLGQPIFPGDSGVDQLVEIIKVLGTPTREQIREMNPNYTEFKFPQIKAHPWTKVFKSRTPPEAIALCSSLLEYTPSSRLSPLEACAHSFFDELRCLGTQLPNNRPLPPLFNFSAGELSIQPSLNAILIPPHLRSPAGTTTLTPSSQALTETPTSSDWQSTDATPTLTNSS
GSK3beta inhib = blocks human GSK3beta kinase activity; P49841; GST-GSK3beta kinase, ADP-Glo luminescence, 60 min; stronger effect = lower value; activity score (negative = inhibition), % at 10 µM; actives 0.038% (n = 300,000);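 active means more than half of replicate wells score below -50%, meaning over 50% inhibition versus plate controls; inconclusive means some replicates but at most half score below -50%; inactive means no replicate scores below -50%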;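 further: 0% = median DMSO wells and -100% = median GW8510 positive control wells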
Target sequence (P49841 whole entry, looked up): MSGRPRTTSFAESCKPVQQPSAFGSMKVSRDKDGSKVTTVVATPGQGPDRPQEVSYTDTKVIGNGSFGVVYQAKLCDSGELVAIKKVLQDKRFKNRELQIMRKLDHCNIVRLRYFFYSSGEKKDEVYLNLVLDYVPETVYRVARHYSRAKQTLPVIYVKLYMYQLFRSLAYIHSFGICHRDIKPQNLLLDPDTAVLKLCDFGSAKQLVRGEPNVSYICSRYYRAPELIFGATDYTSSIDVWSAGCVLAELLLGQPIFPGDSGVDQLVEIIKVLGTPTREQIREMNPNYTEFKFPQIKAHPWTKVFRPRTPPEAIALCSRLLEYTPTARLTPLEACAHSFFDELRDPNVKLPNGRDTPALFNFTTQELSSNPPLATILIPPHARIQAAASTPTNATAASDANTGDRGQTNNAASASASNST
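Assay system: GST-tagged human GSK3beta kinase, cell-free; Input: 1.6 ng GSK3beta; Medium: Tris/MgCl2 kinase buffer; Timing: 60 min enzyme reaction, room temperature; Signal: ADP-Glo luminescence quantifying ADP generated by kinase; Evaluation: score relative to plate controls; Benchmarks: DMSO neutral wells and GW8510 at 20 µM as positive.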
PolyA inhibitor = yeast polyadenylation inhibition | calls only at 12 µM | actives 0.02% (n = 300,000) | AID 1875 | S. cerevisiae SKY197-pL101 polyadenylation reporter, beta-gal luminescence; efflux-impaired pdr1/pdr3 knockout yeast; score 100 = 6 SD above DMSO;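 active means lowest replicate activity score at least 50, where 100 means six control SD above control mean; inconclusive means lowest score under 50 but half or more replicates reach 50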;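 further: yeast exposed to compound for 9 h at 30 °C; higher score means more reporter readthrough which indicates perturbed polyadenylation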
HSP90 inh = HSP90 refolding inhibition in rabbit reticulocyte lysate | AID 1789 | luciferase refolding luminescence, 3 h | actives 0.91% (n = 290,000) | inhibition, % at 5.6 µM;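 active means inhibition above the screen-wide mean plus 3 SD, computed separately per campaign, cut at about 16% in these data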;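 further: 0% = DMSO wells and 100% = 60 µM geldanamycin wells; inhibitors lower the luminescence because luciferase stays unfolded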
Platelet DG rel = modulates dense granule release in human platelets; human platelet-rich plasma, SFLLRN dense granule ATP release, luminescence; inhibition, %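 (compounds screened at 7.5 µM in platelet-rich plasma)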; actives 0.22% (n = 300,000); AID 1663;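 active means mean replicate score, as percent of positive control, at or above 50; inconclusive means mean below 50 but at least one replicate at or above 50; inactive means mean and every replicate below 50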
* = called active by the depositor; i = inactive; ? = inconclusive; nt = no result given; & = joins results of further samples.

SMILES | HDAC3 inhib | AI-2 QS mod | HSF1 activator | HSF1 inhib | Dyrk1A ADPGlo | GSK3A inh | GSK3beta inhib | PolyA inhibitor | HSP90 inh | Platelet DG rel
O=S(=O)(c1cccc(-c2nnc3n2CCCCC3)c1)N1CCCC1 | -12.1 | 9.0 | nt | nt | nt | -1.0 | -1.9 | nt | -1.5 | nt
COc1ccccc1C(=O)Nc1ccc(C(=O)Nc2ccccc2C(=O)O)cc1 | 4.6 | 27.0 | -15.7 | -11.7 | 5.3 | -2.3 | 8.7 | i | -0.9 | 12.0
COCCN1C=C2C(=O)C(C)(OC(=O)CCc3ccccc3)C(=O)C=C2C=C1c1ccc(C#N)cc1 (centres undefined) | -11.0 | -3.7 | 0.3 | 6.2 | 6.0 | 1.1 | 2.6 | i | nt | -2.8
CC(C)c1ccc(NC(=O)c2csnn2)cc1 | -1.7 | 11.5 | 19.1 | 11.1 | 5.1 | 0.3 | -0.2 | i | 19.7* | 2.7
COCCCNc1nc(N)c([N+](=O)[O-])c(NCC2CCCO2)n1 (centres undefined) | 1.6 | -11.9 | 1.6 | -6.1 | 49.7 | 81.1* | -0.1 | i | 0.0 | -2.9
Cc1c(C(=O)Nc2ccccc2)sc2ncn(CC(=O)N3CCCCC3)c(=O)c12 | -1.2 | 7.5 | -7.2 | -4.4 | -3.7 | -0.8 | -0.5 | i | 1.1 | 5.5
CC(C)(C)CNc1cc(N2CCCC2)ccc1[N+](=O)[O-] | -5.4 | 17.2 | 13.9 | -5.5 | 0.7 | nt | 2.6 | i | -1.8 | -5.3
CCOc1ccc(-c2c(C)sc3nc[nH]c(=O)c23)cc1 | 3.9 | 6.6 | -1.5 | 0.5 | 10.7 | -2.5 | 1.2 | i | -1.7 | 5.4
CN(Cc1ccccc1F)C(=O)c1sccc1-c1ccccc1 | 1.9 | 7.4 | -10.5 | 7.4 | 2.5 | 0.7 | -0.1 | i | 0.3 | -6.3
Cc1coc2cc3oc(=O)c(CCC(=O)NCC(=O)O)c(C)c3cc12 | 1.0 | 7.8 | 7.6 | -1.7 | 0.5 | 6.4 | 0.5 | i | -0.8 | 7.4
C(C#CCCCCCCCCC[n+]1ccccc1)#CCCCCCCCCC[n+]1ccccc1 | 2.0 | 21.3 | 11.4 | -4.7 | -4.4&4.1 | 18.0 | -15.2 | i | -5.5 | -17.9
O=c1c2ccccc2nc2ccccn12 | -35.0 | 17.9 | 5.1 | 5.3 | nt | -0.9 | 1.1 | i | -1.0 | 2.0
COc1ccc(CCNC(=O)CSc2ccc(-c3ccco3)nn2)cc1 | 6.7 | 32.6 | -76.3 | -68.5* | nt | -2.5 | 2.1 | i | -1.3 | 10.7
O=C(NCC1CCCO1)c1c(O)c2cccc3c2n(c1=O)CCC3 (centres undefined) | 0.6 | 1.3 | -1.8 | -3.6 | -1.2 | -2.1 | -1.6 | i | -2.7 | 23.7
O=C(Cn1c(=O)n(CCC(=O)N2CCCCC2)c(=O)c2sccc21)NCc1ccccc1 | -3.6 | 27.3 | -1.5 | -1.8 | 3.9 | -1.2 | -3.6 | i | -3.2 | 0.4
O=C1CSC(c2ccccc2)N1c1nc(-c2ccc(Cl)cc2Cl)cs1 (centres undefined) | 2.2 | nt | -6.1 | 0.1 | -1.8 | 2.6 | nt | i | -0.2 | -10.6
Clc1ccc(-c2nnc3n2CCCC3)cc1Cl | -0.6 | 14.7 | -1.2 | -3.2 | 6.6 | 9.3 | -3.4 | i | -0.7 | 1.4
O=Cc1ccccc1OCCN1CCCC1=O | -1.9 | 20.0 | 17.7 | 10.3 | -0.8 | -3.3 | 2.2 | i | 1.2 | -6.2
CC1CCN(C(=O)c2ccccc2NC(=O)c2cccs2)CC1 | -6.4 | 17.7 | 4.2 | 5.4 | -2.3 | -2.0 | -8.0 | i | -1.6 | 5.7
O=c1cc(NCCO)c2ccccc2o1 | -0.3 | 14.6 | 6.4 | 0.3 | 32.7 | 9.3 | 0.8 | i | 0.0 | 1.3
CCCCC(=O)Nc1ccc(NC(=O)c2cnccn2)cn1 | nt | 6.7 | -7.2 | 2.9 | 2.4 | -0.6 | -0.9 | i | 4.3 | -5.5
Cc1ccc(C)c(Cn2nnc3c(=O)[nH]c(C4CCN(S(=O)(=O)c5ccc(S(=O)(=O)NC6CC6)cc5)CC4)nc32)c1 | -2.3 | 28.1 | 22.7 | 8.9 | 0.3 | -0.5 | -0.5 | i | 11.7 | -10.0
Cc1sc(NC(=S)NC(=O)c2cccs2)nc1-c1ccc(CC(C)C)cc1 | -1.4 | 45.0 | -13.6 | -4.1 | -2.9 | -1.5 | 5.5 | i | 1.5 | 2.9
Cc1ccc(NC(=O)CN(C)CC(=O)Nc2cccc(F)c2)cc1[N+](=O)[O-] | 3.4 | 18.5 | 18.6 | -0.2 | -4.2 | 4.6 | -0.7 | i | 3.4 | -6.3
NNC(=O)CNC(=O)CNS(=O)(=O)c1ccccc1 | -4.9 | 38.8 | -83.3 | -77.8* | -0.6 | -0.2 | -0.2 | i | -1.3 | -17.1
CCc1nnc(NC(=O)CN2CCN(c3cccc(OC)c3)CC2)s1 | 0.9 | 12.4 | -0.5 | -3.0 | 1.9 | -5.0 | 0.5 | i | -2.3 | -4.9
C=CCSc1ncccc1C(=O)NCc1ccc(C)cc1 | 5.2 | 9.9 | 2.8 | 8.1 | -6.0 | -0.2 | 2.1 | i | -0.6 | 15.4
COC(=O)C1=C(C)N(C(C)c2ccccc2)C(=O)/C1=C\c1ccco1 (centres undefined) | 8.6 | 7.1 | -12.6 | -1.7 | -1.8 | 0.3 | 0.5 | i | 2.5 | -4.7
O=S(=O)(/N=C(/Nc1cccc2ccccc12)c1ccccc1)c1ccc(F)cc1 | ? | 10.8 | 51.8* | 8.3 | nt | -1.6 | -1.3 | i | -0.5 | 11.8
Cc1ccc(C(=O)OCN2C(=O)c3ccccc3C2=O)c(O)c1 | -5.1 | -5.9 | 25.2 | 17.3 | -0.6 | -0.1 | -2.3 | i | 1.9 | 5.4
Cc1cc(OCC(=O)c2ccc(C(F)(F)F)cc2)n2cnnc2n1 | -0.9 | 15.3 | 7.1 | 0.5 | 5.2 | -1.7 | -5.0 | i | 2.1 | 1.1
COCCN1C(=O)c2ccc(C(=O)Nc3cccnc3)cc2C1=O | 2.5 | 19.7 | -10.1 | -7.4 | -6.3 | -1.7 | 1.4 | i | -3.3 | 0.8
COCCN(C(=O)c1csnn1)C(C(=O)NC(C)(C)C)c1cccc(OC)c1 (centres undefined) | -5.0 | 6.1 | 4.9 | -7.8 | -4.1 | 2.0 | 1.7 | i | 0.9 | 8.3
O=C1CCC(=O)N1N1C(=O)C2C3c4ccccc4C(c4ccccc43)C2C1=O (centres undefined) | -10.1 | 10.3 | -1.8 | 2.6 | -2.0 | 3.7 | -2.4 | i | -1.7 | 1.0
CC1(C)Cc2c(cnn2-c2ccccc2)C(NC(=O)c2ccc[n+]([O-])c2)C1 (centres undefined) | -3.9 | 1.0 | -25.2 | -2.5 | 4.2 | -2.3 | -5.0 | i | 3.1 | -4.3
CCOC(=O)N1CCN(c2c(N3CCN(c4ccccc4OC)CC3)c(=O)c2=O)CC1 | 11.1 | 20.4 | -4.6 | -1.9 | -1.4 | 0.6 | 1.5 | i | -1.7 | -8.3
Cc1ccc2c(c1)N(CC(=O)NCCCN1CCOCC1)C(=O)c1cccnc1O2 | -0.2 | 4.3 | -8.4 | 4.4 | 1.4 | -0.9 | 0.6 | i | -6.8 | 7.1
CCCNC(=O)N1CCC(n2nccc2NC(=O)CCOc2ccccc2)CC1 | -3.1 | 16.4 | 5.3 | -4.9 | -2.2 | 0.6 | -5.2 | i | 1.2 | -17.7
CCCOc1ccccc1N/C(=N/c1nc(C)cc(C)n1)NC(=O)Nc1ccc(Cl)cc1 | -0.8 | 1.3 | -3.2 | 6.0 | -10.4 | -0.6 | -4.0 | i | 1.1 | 7.1
Cc1cc2ncn(C(=O)N3CCOCC3)c2cc1C | 7.0 | 31.5 | -27.2 | -2.8 | 0.9 | -0.7 | 0.9 | i | -1.0 | 2.3

An excerpt of these results, with each value named:
C(C#CCCCCCCCCC[n+]1ccccc1)#CCCCCCCCCC[n+]1ccccc1
  HDAC3 inhib: 2.0
  AI-2 QS mod: 21.3
  HSF1 activator: 11.4
  HSF1 inhib: -4.7
  Dyrk1A ADPGlo: -4.4&4.1
  GSK3A inh: 18.0
  GSK3beta inhib: -15.2
  PolyA inhibitor: i
  HSP90 inh: -5.5
  Platelet DG rel: -17.9
O=c1c2ccccc2nc2ccccn12
  HDAC3 inhib: -35.0
  AI-2 QS mod: 17.9
  HSF1 activator: 5.1
  HSF1 inhib: 5.3
  Dyrk1A ADPGlo: nt
  GSK3A inh: -0.9
  GSK3beta inhib: 1.1
  PolyA inhibitor: i
  HSP90 inh: -1.0
  Platelet DG rel: 2.0

(cont.)
SMILES | HDAC3 inhib | AI-2 QS mod | HSF1 activator | HSF1 inhib | Dyrk1A ADPGlo | GSK3A inh | GSK3beta inhib | PolyA inhibitor | HSP90 inh | Platelet DG rel
CCCCCCCNC(=O)C1(CC2CC(c3ccc(Cl)cc3)=NO2)CCN(C(=O)C2CCCC2)CC1 (centres undefined) | -2.9 | 13.3 | 0.5 | -1.3 | 2.3 | -1.8 | 2.7 | i | 0.8 | 6.1
O=S(=O)(NC1=NCCC1)c1cccc(NC(=S)NCCc2ccccc2)c1 | 3.9 | 27.8 | 15.5 | -0.1 | -1.4 | 2.0 | -3.1 | i | -1.0 | -1.6
Cc1ccc(SCc2nc3ccccc3n2CC(=O)Nc2c(C)cccc2C)cc1 | 0.9 | 19.7 | 0.5 | 14.8 | 0.5 | nt | 4.6 | i | -0.8 | 2.3
COc1cc(/C=C2\SC(=O)N(CCNC(=O)c3sc4cc(F)ccc4c3Cl)C2=O)cc(OC)c1OC | 6.1 | 13.6 | -9.4 | 2.9 | 2.2 | -5.9 | -3.0 | i | -4.2 | 6.7
Cc1ccc(C)c(/C(O)=C2\C(=O)C(=O)N(CCCN3CCOCC3)C2c2cccnc2)c1 (centres undefined) | nt | 3.4 | -9.0 | 6.0 | -5.1 | nt | 1.7 | i | 5.1 | -0.3
O=C(Nc1ccc([N+](=O)[O-])cc1)c1nc[nH]c1C(=O)NC1CCCCC1 | 0.2 | 9.1 | 2.5 | -4.1 | 4.5 | -0.5 | 1.4 | i | -1.3 | 7.2

The list is partial, so the mix of outcomes need not match the whole.
